Epigenetic reg = regulators of epigenetic silencing causing reporter derepression in mouse cells. murine LDR cells, GFP reporter derepression, 30 h. Potency, µM (series often up to 53.9 µM), for the others: top-dose GFP activation, hits mostly activators. 0.2% of 280,000 active. AID 1865; also: potency is read from the fitted curve at half-maximal effect; % of control where 0% means no effect; nearly all actives have a fitted effect of over 60% in size
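Murine LDR cells carrying a silenced, genomically integrated CMV-driven GFP reporter were exposed to compound for 30 hours at 37 C. After PBS washes, GFP-positive cells (20–120 um objects) were counted by laser-scanning microplate cytometry.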
TexasRed fluor = Texas Red fluorescence interference in TRb-SRC2 counter-screen; Potency, µM (titrated, usually from 106 µM), without a hit: top-dose fluorescence change, negative = quenching; AID 1479; TRb/SRC2 Texas Red total fluorescence interference; 0.29% of 280,000 active; active = well fitted curve in either direction with a large enough effect; inconclusive = small, poorly fitted or top-dose-only effect; also: potency is read from the fitted curve at half-maximal effect; % is scaled to controls: 0 for no effect and ±100 for the full control effect
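Flags fluorescent or light-absorbing compounds by total fluorescence, S + 2P, at 555 nm excitation and 632 nm emission. Mixture: 20 nM Texas Red SRC2 peptide, 0.6 uM human TRb LBD, 1 uM T3, 5% DMSO; compound exposure 5 h at ambient temperature.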
Tau FP inhib = blocks human tau fibril formation measured by polarization. P10636. K18 P301L tau heparin fibrillization, Alexa594 FP, 6 h. Potency, µM (titrated, usually from 57.7 µM), without a hit: at the highest dose activity, negative = inhibition, most hits filed as inhibitors. 0.39% of 280,000 active. AID 1468; also: potency is read from the fitted curve at half-maximal effect; % is scaled to controls: 0 for no effect and ±100 for the full control effect; nearly all actives have a fitted effect of over 55% in size
Target sequence (P10636 561-689 P618L limits assumed): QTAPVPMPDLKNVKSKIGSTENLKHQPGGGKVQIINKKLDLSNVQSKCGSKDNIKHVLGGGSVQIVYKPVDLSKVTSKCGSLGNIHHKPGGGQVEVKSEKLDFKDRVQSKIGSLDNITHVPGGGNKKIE
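Quantitative HTS format: compounds meet 15 uM recombinant K18 P301L tau and Alexa 594-tau tracer in 100 mM sodium acetate pH 7; 20 uM heparin triggers fibrillization at 37 C over 6 hr; FP gives the signal.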
TRb SRC2 PPI = TRbeta-SRC2 interaction inhibition | P10828 | Potency, µM (titrated, usually from 106 µM), without a hit: at the highest dose activity change, negative = inhibition, most hits filed as inhibitors | TRbeta-SRC2 peptide binding, fluorescence polarization; receptor liganded with 1 µM T3 | 0.065% of 280,000 active;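 also: potency is read from the fitted curve at half-maximal effect; plate controls were bound peptide for no effect and peptide without receptor for full effect; nearly all actives have a fitted effect of over 50% in size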
Target sequence (P10828 whole entry, looked up): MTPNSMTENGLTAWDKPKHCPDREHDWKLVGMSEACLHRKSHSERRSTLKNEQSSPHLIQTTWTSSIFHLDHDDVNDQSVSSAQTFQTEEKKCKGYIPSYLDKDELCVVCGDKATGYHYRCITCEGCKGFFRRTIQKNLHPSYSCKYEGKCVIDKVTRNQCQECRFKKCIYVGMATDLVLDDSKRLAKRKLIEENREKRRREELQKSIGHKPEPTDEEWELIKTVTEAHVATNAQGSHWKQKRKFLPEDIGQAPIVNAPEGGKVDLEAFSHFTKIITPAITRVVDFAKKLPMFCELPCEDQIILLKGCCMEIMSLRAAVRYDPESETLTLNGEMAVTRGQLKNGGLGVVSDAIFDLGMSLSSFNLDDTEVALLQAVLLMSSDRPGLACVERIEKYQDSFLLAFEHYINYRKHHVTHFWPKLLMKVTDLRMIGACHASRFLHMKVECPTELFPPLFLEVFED
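TRb LBD 0.6 uM + Texas Red SRC2 peptide 20 nM, 1 uM T3, Tris buffer w/ 5% DMSO; compound pinned, 5 h RT; FP read ex 555/em 632; normalized to unbound and bound controls.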
Tau fluor counter = counter-screen for tau fibril formation inhibitors. tau K18 P301L Alexa594 fluorescence, heparin fibrillization. Potency, µM (series often up to 57.7 µM), inactives show top-dose activity change, negative = decrease. 0.93% of 280,000 active. AID 1463; also: potency is read from the fitted curve at half-maximal effect; % is scaled to controls: 0 for no effect and ±100 for the full control effect; nearly all actives have a fitted effect of over 55% in size
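Human tau K18 P301L (15 uM unlabeled, 0.24 uM Alexa 594-labeled) in 100 mM sodium acetate pH 7 with 20 uM heparin, 6 hr at 37 C. ThT 30 uM added, 1 hr ambient; Alexa 594 FP and total fluorescence read at 555/632 nm.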
NPSR antag = antagonists of human neuropeptide S receptor cAMP signaling. Q6W5P4. CHO-NPSR cells, cAMP TR-FRET, antagonist mode. Potency, µM (highest dose often 38.3 µM), for the others: top-dose activity change, negative = inhibition, most hits filed as inhibitors. 1% of 220,000 active; also: potency is read from the fitted curve at half-maximal effect; % is scaled to controls: 0 for no effect and ±100 for the full control effect; nearly all actives have a fitted effect of over 50% in size; many of its hits are not listed in these tables
CBFb RUNX1 block = inhibitors of human CBF-beta and RUNX1 interaction | Q01196+Q13951 | AlphaScreen CBFb-His/RUNX1-biotin binding, biochemical | Potency, µM (titrated, usually from 59.8 µM), for inactives: top-dose activity, negative = inhibition, actives largely listed as inhibitors | 230,000 tested, under 10 active; also: % of control where 0% means no effect
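Read-out: AlphaScreen. Format: His-CBF-beta with biotinylated RUNX1 (30 nM each) preincubated 20 min, compound 15 min, Ni-chelate plus streptavidin beads 90 min; room temperature throughout.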
GLA spleen mod = inhibitors or activators of human alpha-galactosidase in spleen homogenate; AID 2107; P06280; 0.008% of 240,000 active; Potency, µM (highest dose often 80 µM), without a hit: top-dose activity change, negative = inhibition, usual class: inhibitors; human spleen homogenate, 4MU-alpha-Gal fluorescence, 40 min;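 also: potency is read from the fitted curve at half-maximal effect; 0% = enzyme with vehicle and -100% = no enzyme basal signal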
Target sequence (P06280 32-429 limits assumed): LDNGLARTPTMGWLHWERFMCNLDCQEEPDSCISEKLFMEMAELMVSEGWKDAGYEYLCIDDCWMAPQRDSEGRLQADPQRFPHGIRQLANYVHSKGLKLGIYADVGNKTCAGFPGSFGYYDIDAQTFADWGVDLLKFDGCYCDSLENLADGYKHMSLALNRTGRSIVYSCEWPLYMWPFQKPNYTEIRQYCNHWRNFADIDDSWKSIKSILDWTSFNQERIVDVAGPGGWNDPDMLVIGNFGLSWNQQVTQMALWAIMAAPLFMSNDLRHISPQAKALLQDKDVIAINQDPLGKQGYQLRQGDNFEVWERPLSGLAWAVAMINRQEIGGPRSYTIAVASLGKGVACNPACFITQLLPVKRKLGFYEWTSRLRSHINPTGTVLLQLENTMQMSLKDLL
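Fluorogenic readout (Ex 365/Em 440 nm) of 4-methylumbelliferone released from 1 mM 4-MU-alpha-galactoside by spleen homogenate, 40 min at 37C, pH 5.0. Data normalized to no-enzyme and enzyme controls; Hill-equation AC50 from compound titrations.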
* marks the source's active call; other numbers are inactive results; ? = inconclusive; · = not tested or not shown; & = joins results of further samples; [ ] = another dose, or the depositor's remark. Unless noted, calls follow the shape of the dose curve; as a rule, active = well fitted curve in the direction sought with a large enough effect; inconclusive = small, poorly fitted or top-dose-only effect, or another doubt; inactive = no such curve, though single readings can be large; an effect the other way counts as inactive or inconclusive. This is a subset; rates above refer to the full screens.

SMILES	Epigenetic reg	TexasRed fluor	Tau FP inhib	TRb SRC2 PPI	Tau fluor counter	NPSR antag	CBFb RUNX1 block	GLA spleen mod
O=[N+]([O-])c1ccc(Cl)c(/C=N/n2c(-c3cccnc3)n[nH]c2=S)c1	0.0%	9%	2%	-8%	0%	-16%	-1%	-6%
CCCCNC(=O)c1ccc2c(=O)n(CCCOCC)c(=S)[nH]c2c1	-0.9%	-1%	1%	-11%	-4%	-20%[46.1 µM]	5%	6%
Cc1nc2nc[nH]n2c(=O)c1NS(=O)(=O)c1ccc(Br)cc1	0.9%	-1%	-8%	-2%	-4%	·	·	·
CSc1ccccc1C(=O)N1CCOCC1	1.2%	-4%	-6%	-3%	-1%	8%[46.1 µM]	3%	1%
COc1ccc(-c2cc(C(=O)Nc3ccn(Cc4ccc(C)cc4)n3)no2)cc1OC	0.2%	-3%	-11%	0%	-1%	·	·	·
COc1ccc(/C=C/C(=O)O)cc1S(=O)(=O)N1CCCc2ccccc21	0.9%	2%	8%	-2%	5%	-23%	-15%	-1%
COc1ccc2c(=O)c(-c3ccc4c(c3)OCO4)coc2c1	0.0%&-1.0%	0%&-4%	-1%&-3%	0%&-6%	-14%&-5%	0%	7%&15%	10%&2%
COc1ccc(CNC(=O)CCCn2c(SCC#N)nc3cc4c(cc3c2=O)OCO4)cc1	0.0%	-1%	-7%	10%	-1%	-15%[46.1 µM]	0%	12%
CS(=O)(=O)N(CCc1ccccc1)CC(=O)NCc1ccncc1	-5.9%	-1%	-1%	-21%	-3%	-1%[46.1 µM]	2%	3%
COc1ccc(N2CCN(Cc3nc4c(c(=O)n(C)c(=O)n4C)n3C(C)C(C)=O)CC2)cc1 (stereo not given)	1.7%	1%	4%	11%	0%	-12%[46.1 µM]	1%	3%
O=C1NC(=Nc2ccccc2)c2c1cccc2[N+](=O)[O-]	-1.0%	-2%	1%	0%	-3%	9%	-3%	8%
Cc1ccc(CSc2nc3cccnc3n2Cc2ccc(C(=O)NC3CC3)cc2)cc1	1.1%	-1%	4%	3%	3%	·	·	·
CC1=C(C#N)C(NC(=O)c2ccco2)(C(F)(F)F)C(=O)N1 (stereo not given)	-1.7%	0%	3%	5%	3%	13%[46.1 µM]	8%	1%
Cc1nn(-c2ccccc2)c(OC(=O)C(C)C)c1Sc1ccccc1	0.0%	-2%	-14%	-5%	-14%	·	·	·
Cc1cc(C)c(NC(=O)c2ccccc2N(C)S(C)(=O)=O)c(C)c1	0.0%	0%	-2%	2%	-5%	-5%[46.1 µM]	3%	-6%
CCOC(=O)C1=C(C)NC(=O)NC1c1ccccc1OCc1c(F)cccc1Cl (stereo not given)	-0.7%	-7%	0%	-12%	-16%	-16%[46.1 µM]	0%	-13%
O=C1N(Cc2cccc(C(F)(F)F)c2)c2ccccc2S(=O)(=O)N1c1cccc(Cl)c1	-1.3%	-3%	?	2%	?	·	·	·
O=C1c2cccc3cccc(c23)C(=O)N1CCc1ccccc1	1.6%	-3%	?	10%	?	-45%	18%	-1%
CCNS(=O)(=O)c1cc(OC)c(Cl)cc1OC	1.1%	-1%	-7%	10%	0%	8%	1%	1%
Nc1nnn(CC(=O)N/N=C/c2cn[nH]c2-c2ccccc2)n1	0.0%	1%	5%	-2%	3%	8%	6%	5%
C/C(Cl)=C/Cn1c(NCCCn2ccnc2)nc2c1c(=O)[nH]c(=O)n2C	-2.0%	-2%	3%	-7%	3%	1%[46.1 µM]	2%	5%
CCC(C)NC(=O)Cn1c(COc2ccc(Cl)cc2Cl)nc2ccccc21 (stereo not given)	1.1%	-1%	-9%	6%	4%	10%	-3%	2%
S=C(NCCN1CCCCC1)Nc1ccccc1	-2.7%	-2%	-3%	3%	3%	8%	-3%	-4%
Nc1cc(=O)[nH]c(SCC(=O)N2N=C(c3ccc4ccccc4c3)CC2c2ccccc2)n1 (stereo not given)	-1.5%	-2%	-2%	8%	-3%	-48%	-14%	8%
CCOC(=O)c1c(S(=O)(=O)N2CCCC(C(=O)Nc3cccc(CC)c3)C2)c(C)n(CC)c1C (stereo not given)	4.1%	?	-10%	-24%	?	·	·	·

(further entries)
SMILES	Epigenetic reg	TexasRed fluor	Tau FP inhib	TRb SRC2 PPI	Tau fluor counter	NPSR antag	CBFb RUNX1 block	GLA spleen mod
O=C(Oc1ccc(/C=N/O)cc1)c1ccccc1	0.1%	0%	4%	-3%	-3%	-5%[46.1 µM]	-4%	-15%
CC1=C(C(=O)OC(C)C)C(c2cccs2)C(C(=O)OC(C)C)=C(C)N1	0.0%	4%	-1%	1%	-24%	-52%	7%	-5%
O=C(NCc1cccs1)C1CCN(S(=O)(=O)c2ccc3c(c2)OCCO3)CC1	-0.4%	-4%	-7%	-5%	-2%	-9%[46.1 µM]	2%	2%
COCCCNC(=O)Cn1nnc(-c2ccccc2NC(=O)c2ccccc2F)n1	-1.8%	-1%	-7%	-1%	-9%	-23%[46.1 µM]	12%	-16%
CC(CNC(=O)c1ccc2nc(Cc3ccccc3)oc2c1)c1ccccc1 (stereo not given)	0.0%	-2%	2%	10%	-11%	·	·	·
Cn1nc(C(F)(F)F)c(-c2ccc(F)cc2)c1NC(=O)Nc1ccc(F)cc1	-0.4%	-1%	?	1%	?	48%	-1%	6%
O=C(NC1CCCCC1)NC1(C(=O)N2CCN3CCCC3C2)CCCCC1 (stereo not given)	-2.0%	-2%	9%	-14%	4%	-2%[46.1 µM]	4%	-4%
COc1ccc2[nH]cc(CCNS(=O)(=O)c3ccccc3)c2c1	0.0%	-3%	2%	1%	?	13%	0%	6%
Nc1cc(OC(=O)c2ccccc2Br)nn1S(=O)(=O)c1ccccc1	1.7%	-9%	-13%	-8%	-18%	-14%[46.1 µM]	2%	4%
CCc1ccc(OCCNC(=O)c2ccccc2SCc2ccccc2)cc1	0.0%	-5%	-5%	4%	-14%	-4%[46.1 µM]	26%	11%
COc1cc(C)nc(Oc2ccc(OCCOc3ccccc3)nn2)n1	2.4%	-1%	5%	1%	10%	-9%	-4%	-6%
Cc1ccc2onc(CC(=O)N3CCN(c4ccc(Cl)cc4)CC3)c2c1	0.0%	-17%	-5%	-4%	3%	·	·	·
Cc1ccc(C2N3CC4([N+](=O)[O-])CN2CC([N+](=O)[O-])(C3)C4(C)C)cc1 (stereo not given)	-1.5%	-2%	-4%	-1%	-9%	-22%	-2%	-5%
Cc1ccc(NC(=S)N(CCCN2CCOCC2)Cc2cccs2)c(C)c1	0.9%	0%	-9%	-5%	-9%	-6%	8%	-1%
Cc1ccc(NC(=O)CN2C(=O)c3cccnc3Oc3ccc(Cl)cc32)cc1	-0.4%	18µM*[quencher]	?	-15%	-22%	·	·	·
COc1cc(-c2nc(Cn3nnc(C(=O)Nc4cccc(Cl)c4)c3C)c(C)o2)cc(OC)c1OC	2.7%	4%	-5%	-3%	-28%	·	·	·
CCOC(=O)c1c(S(=O)(=O)N2CCC(C(=O)Nc3cccc(C)n3)CC2)c(C)n(C)c1C	-0.5%	1%	-2%	1%	2%	·	·	·
COc1ccc(C(=O)CSc2ncn[nH]2)cc1OC	-1.6%	2%	-3%	-4%	0%	-17%[46.1 µM]	2%	5%
CCOc1ncccc1C(=O)NCc1ccccc1Cl	-1.7%	0%	-4%	-8%	-2%	-3%	15%	1%
COC(=O)c1cc(OC)nc2c1c(=O)n(C)c(=O)n2C	-2.0%	-1%	7%	6%	0%	9%	-7%	2%
CCOc1ccccc1C(=O)NC1CCN(Cc2nnnn2C2CCCC2)CC1	-8.9%	-1%	9%	4%	-3%	-5%[46.1 µM]	5%	2%
Cc1ccccc1Nc1nnc(SCC(=O)Nc2ccccc2[N+](=O)[O-])s1	-1.0%	-3%	0%	8%	-2%	16%	2%	3%
CCOC(=O)NC1(C(F)(F)F)C(=O)N(Cc2ccccc2)C2=C1C(=O)CC(C)(C)C2 (stereo not given)	3.2%	1%	-6%	4%	-4%	-8%[46.1 µM]	0%	7%
Cc1cccc(C)c1NC(=O)CSc1nc(-c2ccccc2)nc2c1Cc1c(CO)cnc(C)c1O2	1.2%	-1%	-2%	-6%	-9%	·	·	·
CCc1ccc(NC(=O)C(=O)NCC2CCCO2)cc1 (stereo not given)	-0.1%	2%	-2%	-2%	0%	12%	?	-8%
O=C(COC(=O)CSc1nnc(-c2ccc(Cl)cc2)o1)NCc1ccc2c(c1)OCO2	0.0%	-3%	3%	2%	-3%	-25%[46.1 µM]	2%	2%
Cc1nn(Cc2ccc(C(=O)Nc3nccs3)cc2)c(C)c1Cl	-0.7%	1%	-16%	-4%	-18%	-17%[46.1 µM]	1%	2%
CCN1CCN(c2ccc(N=Cc3ccc(O)cc3O)cc2)CC1	1.1%	-1%	?	-6%	?	-8%	4%	3%
Cn1c(=O)c2c(c3ccccc31)OC(=O)CC2c1cccc(F)c1 (stereo not given)	-0.2%	-4%	-4%	-4%	-13%	·	·	·

Random excerpt: 2 compounds from above, in no set order.
SMILES	Epigenetic reg	TexasRed fluor	Tau FP inhib	TRb SRC2 PPI	Tau fluor counter	NPSR antag	CBFb RUNX1 block	GLA spleen mod
CCc1ccc(OCCNC(=O)c2ccccc2SCc2ccccc2)cc1	0.0%	-5%	-5%	4%	-14%	-4%[46.1 µM]	26%	11%
Cc1ccc(C2N3CC4([N+](=O)[O-])CN2CC([N+](=O)[O-])(C3)C4(C)C)cc1 (stereo not given)	-1.5%	-2%	-4%	-1%	-9%	-22%	-2%	-5%

Only TexasRed fluor, for some of the entries so far:
canonical_smiles | TexasRed fluor
O=C(NC1CCCCC1)NC1(C(=O)N2CCN3CCCC3C2)CCCCC1 (stereo not given) | -2%
COc1ccc2[nH]cc(CCNS(=O)(=O)c3ccccc3)c2c1 | -3%
Nc1cc(OC(=O)c2ccccc2Br)nn1S(=O)(=O)c1ccccc1 | -9%

Record cards, as listed above. Order of values: Epigenetic reg	TexasRed fluor	Tau FP inhib	TRb SRC2 PPI	Tau fluor counter	NPSR antag	CBFb RUNX1 block	GLA spleen mod
`CCOc1ncccc1C(=O)NCc1ccccc1Cl` is entered as -1.7%	0%	-4%	-8%	-2%	-3%	15%	1%
`CC1=C(C(=O)OC(C)C)C(c2cccs2)C(C(=O)OC(C)C)=C(C)N1` is entered as 0.0%	4%	-1%	1%	-24%	-52%	7%	-5%
